DAGLB inhibitor – DAGLB lipase inhibitors, primary screen, biochemical, fluorescence, HTS. Diacylglycerol lipase-beta (Homo sapiens), Q8NCG7. HEK293T DAGLB membrane lysate, EnzChek fluorogenic substrate. inhibition, % at 5.17 µM. actives 0.059% (n = 340,000). AID 504411, 2011; in the data active = inhibition above about 34%;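 note: 0% = enzyme with vehicle and 100% = wells lacking enzyme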
Target sequence (Q8NCG7 whole entry, looked up): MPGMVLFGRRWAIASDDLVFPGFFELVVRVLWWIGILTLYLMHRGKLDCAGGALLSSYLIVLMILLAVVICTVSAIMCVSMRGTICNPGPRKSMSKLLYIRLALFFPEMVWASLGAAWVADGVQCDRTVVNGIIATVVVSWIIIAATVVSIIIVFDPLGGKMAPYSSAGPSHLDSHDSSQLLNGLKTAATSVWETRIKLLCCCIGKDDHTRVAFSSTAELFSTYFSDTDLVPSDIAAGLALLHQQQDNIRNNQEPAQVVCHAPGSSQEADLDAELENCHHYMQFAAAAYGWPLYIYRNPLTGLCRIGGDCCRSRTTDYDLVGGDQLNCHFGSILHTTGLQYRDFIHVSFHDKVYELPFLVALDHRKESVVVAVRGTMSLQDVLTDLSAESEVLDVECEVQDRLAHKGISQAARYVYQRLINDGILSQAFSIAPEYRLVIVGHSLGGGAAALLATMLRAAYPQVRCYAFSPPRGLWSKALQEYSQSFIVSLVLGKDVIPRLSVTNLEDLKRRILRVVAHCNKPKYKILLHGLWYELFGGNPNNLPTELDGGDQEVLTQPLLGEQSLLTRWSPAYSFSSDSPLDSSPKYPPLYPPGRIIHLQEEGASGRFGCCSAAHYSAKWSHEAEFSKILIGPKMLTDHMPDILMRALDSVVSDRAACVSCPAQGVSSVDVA
HTR5A ag – HTR5A agonists in luminescence cell assay, primary screen, counter-screen for OPRM1-OPRD1 heterodimer agonist project, full-deck HTS | 5-hydroxytryptamine receptor 5A (Homo sapiens), P47898 | cell-based | activation, % at 9.3 µM | actives 0.61% (n = 340,000) | AID 504692, 2011; in the data active = activation mostly above about 9.5%, no sharp cut-off; inactive = mostly below about 7.6%;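 note: 0% = cells with vehicle only and 100% = reference agonist; strong numbers were not always called active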
Target sequence (P47898 whole entry, looked up): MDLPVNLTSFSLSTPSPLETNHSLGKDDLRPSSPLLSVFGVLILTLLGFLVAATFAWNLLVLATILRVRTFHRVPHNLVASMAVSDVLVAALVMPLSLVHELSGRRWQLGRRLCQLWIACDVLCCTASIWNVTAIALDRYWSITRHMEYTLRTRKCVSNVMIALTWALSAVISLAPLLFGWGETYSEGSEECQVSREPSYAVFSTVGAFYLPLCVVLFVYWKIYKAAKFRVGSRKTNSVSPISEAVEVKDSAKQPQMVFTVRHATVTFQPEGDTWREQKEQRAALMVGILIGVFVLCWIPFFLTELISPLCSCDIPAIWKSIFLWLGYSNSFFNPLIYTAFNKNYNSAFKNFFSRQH
Tat export inh – E. coli Tat export inhibitors, primary screen, MC4100, TorA-mCherry reporter, fluorescence, single point; inhibition, % at 10 µM; actives 0.036% (n = 340,000);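 active = mean replicate inhibition at least 50% and at least half of replicates individually reaching 50%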;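 note: exported cargo escapes ClpAP degradation while cytoplasmic cargo is degraded and loses fluorescence; 0% = median of neutral control wells and 100% = median of NaSCN control wells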
E coli growth – E. coli V3065 growth inhibition, primary screen, counter-screen for AddAB inhibitor project, absorbance, OD600. AID 449728, 2010. 18 h. actives 0.27% (n = 330,000). inhibition, % at 11.9 µM;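 active = inhibition above the campaign's mean inhibition across all tested compounds plus 3 SD, cut at about 9.9% in these data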;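 note: uninfected addAB+ strain grown without phage in ampicillin broth; 0% = DMSO wells and 100% = ciprofloxacin 0.95 µg/ml wells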
HTR5A inv ag – HTR5A inverse agonists in luminescence cell assay, primary screen, counter-screen for OPRM1-OPRD1 heterodimer inverse agonist project, full-deck HTS; HTR5A cell line, inverse agonism; 5-hydroxytryptamine receptor 5A (Homo sapiens), P47898; inhibition, % at 9.3 µM; actives 0.083% (n = 340,000); AID 504634, 2011; in the data active = inhibition mostly above about 23%, no sharp cut-off; inactive = mostly below about 18%;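 note: 0% = cells with DMSO and 100% = no-cell wells with DMSO; some compounds called inactive have numbers as strong as hits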
PKA-R2B act – activators of PKA-R2B holoenzyme, primary screen, biochemical, fluorescence polarization, Cy5-IP20, human; actives 0.079% (n = 340,000); AID 504700, 2011; PKA-R2B holoenzyme dissociation; R2B truncated from residue 108, S112A mutant; 0% DMSO only, 100% 113 µM cGMP; cAMP-dependent protein kinase catalytic subunit beta (Homo sapiens) + cAMP-dependent …; activation, % at 11.4 µM;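 active = activation above a cutoff set at the mean over all compounds plus 3 SD, cut at about 18% in these data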;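 note: higher means more holoenzyme dissociation and a rise in polarization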
CDK5 inh – inhibitors of human CDK5/p35 kinase, primary screen, biochemical, single concentration; Recombinant CDK5/p35, ADP-Glo luminescence, 60 min; inhibition, % at 10 µM; Cyclin-dependent kinase 5 (Homo sapiens) + Cyclin-dependent kinase 5 activator 1 (Homo …; actives 0.01% (n = 330,000);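 active = highest replicate inhibition of at least 50% and at least 75% of replicates reaching 50%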;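 note: plate controls were DMSO neutral control for no effect and GW8510 at 10 µM for full effect; many of its hits are not listed in these tables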
phage Ecoli inh – growth loss of phage-infected E. coli, primary screen, RecBCD inhibitor project, absorbance, with phage, HTS. inhibition, % at 11.9 µM. actives 0.26% (n = 360,000); in the data active = inhibition above about 11%
PKA-R1A act – activators of PKA-R1A holoenzyme, primary screen, biochemical, fluorescence polarization, Cy5-IP20, bovine R1A, mouse PKAc; PKA-R1A dissociation; scaled: DMSO 0%, 113 µM cGMP 100%; cAMP-dependent protein kinase type I-alpha regulatory subunit (Bos taurus) + …; activation, % at 11.4 µM; AID 504707, 2011; actives 0.083% (n = 340,000);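 active = percent activation above the mean of all tested compounds plus 3 SD, cut at about 19% in these data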;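 note: higher means more PKAc released from R1A so a rise in polarization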
Mot1-301 SUMO – yeast Mot1-301 growth rescue at high temperature, primary screen, SUMOylation pathway inhibitor project, S. cerevisiae, ATP luminescence, 38.5C; S. cerevisiae Mot1-301 growth rescue; percent above DMSO median, 100 means doubled; growth rescue, % at 18.8 µM; actives 1% (n = 320,000);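 active = every valid replicate shows activation above 250% relative to neutral control wells; inactive = the rest, any valid replicate at or below 250%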;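 note: OY570 slx delta 5 strain wells were the positive control but not used for scaling; some compounds called inactive have numbers as strong as hits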
AddAB inh – growth inhibition of E. coli expressing H. pylori AddAB, primary screen, AddAB inhibitor project, absorbance | AID 435030, 2010 | inhibition, % at 11.9 µM | actives 0.29% (n = 330,000); in the data active = inhibition above about 12%;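 note: 0% = vehicle wells of infected cells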
* hit, by the source's call; / = not tested or not shown.

SMILES	DAGLB inhibitor	HTR5A ag	Tat export inh	E coli growth	HTR5A inv ag	PKA-R2B act	CDK5 inh	phage Ecoli inh	PKA-R1A act	Mot1-301 SUMO	AddAB inh
COc1ccc(N/N=C(/N=Nc2nc(C)cc(=O)[nH]2)c2ccccc2)cc1	25	-3	-17	20*	8	6	2.1	22*	-21	-21	19*
Cc1cc(NC(=O)c2cccs2)no1	1	0	0	-0.9	-1	-1	1.7	2.4	-11	-26	-0.7
CCOC(=O)CSC1=C(C#N)C(c2ccco2)C(C(=O)OCc2ccccc2)=C(C)N1 (stereo not given)	-5	1	9	1.3	-5	0	-1.3	/	10	35	0.3
O=C(N/N=C/c1cc(Br)c(O)c(Br)c1)c1cc2c(ccc3ccccc32)o1	13	1	-4	/	-4	-12	-0.7	1.6	-2	-31	/
CC(=O)NCCNC(=O)c1ccc(-n2c(C)ccc2C)cc1	-2	3	14	1.1	-10	2	-1.0	0.3	-1	-35	0.1
CCCCCCNC(=O)CC(NS(=O)(=O)c1ccc(NC(C)=O)cc1)C(C)C (stereo not given)	0	2	10	1.2	-5	0	-17	3.2	2	25	0.5
CCN(CC)S(=O)(=O)c1ccc(NC(=O)c2ccc(N(C)S(C)(=O)=O)cc2)cc1	1	4	-2	0.9	-11	1	0.0	2.9	-12	4	4.5
Cc1ccc(N2C(=O)C3C(C2=O)N2CCCN2C3c2ccccc2)cc1C (stereo not given)	-2	-3	-5	-1.5	9	3	1.1	4.1	3	20	0.5
COc1ccc(N2C(=O)N(Cc3ccc(C)cc3)c3ccccc3S2(=O)=O)cc1	-4	5	-5	-1.6	-14	7	1.8	-1.4	-4	-10	-3.5
COc1cccc(-n2c(CN3CCN(c4cccc(C)c4)C(C)C3)nc3ccc([N+](=O)[O-])cc3c2=O)c1 (stereo not given)	-6	5	0	2.3	-21	-13	0.1	1.0	-11	5	3.4
COc1ccc(S(=O)(=O)Nc2ccccc2N2CCOCC2)cc1[N+](=O)[O-]	1	2	2	3.2	-6	-5	0.2	0.1	9	-14	1.2
CC(=O)c1c(C)[nH]c(C(=O)COC(=O)c2cccnc2Cl)c1C	-3	-2	0	0.3	6	17	1.1	1.0	-6	-7	-0.3
CC1CCc2c(sc3nc(CN4CCOCC4)nc(NS(=O)(=O)c4cccc([N+](=O)[O-])c4)c23)C1 (stereo not given)	7	0	3	-2.0	-13	-13	-0.4	-0.2	-17	/	2.5
Cc1ccc(-c2n[nH]c(=S)n2/N=C/c2ccc(C(=O)O)cc2)cc1	4	0	-14	-0.6	0	-3	-0.2	0.3	-4	11	0.0
CCCCC(NS(=O)(=O)c1ccc(OC)cc1)C(=O)O (stereo not given)	1	-1	5	-2.6	3	2	-0.8	0.5	-4	2	2.1
Cc1c(C(=O)NCc2ccco2)oc2c(F)cccc12	-2	8	-5	-1.1	-22	-12	0.8	6.9	-8	2	2.8
C=CCn1c(-c2cc(Cl)ccc2OC)n[nH]c1=S	-2	-2	-3	2.1	4	9	2.3	4.4	5	1	3.4
Cc1ccc(-c2nnc(Nc3ccc(O)cc3)c3ccccc23)cc1S(=O)(=O)NCCO	0	-2	-2	/	22	-4	2.6	-1.0	4	-5	/
CC(=O)Nc1nonc1-c1ccccc1	-1	-3	-11	1.7	8	4	2.9	4.1	-2	1	2.0
COc1cc(/C=C/C(=O)c2ccc(NS(=O)(=O)c3ccc(C)cc3)cc2)ccc1OC(F)F	6	0	24	-1.4	2	-12	-0.6	2.8	-4	-25	0.7
O=C(COC(=O)COc1ccc(Br)cc1)NCCC1=CCCCC1	-10	0	-1	-0.7	24	-2	-0.7	2.7	-1	151	1.2
CN(CC(=O)NC(=O)NCc1ccco1)Cc1nc2ccccc2c(=O)[nH]1	-1	5	-4	2.7	11	-13	0.3	1.2	1	-13	1.9
CCOc1ccc(-c2cc(C(=O)N/N=C/c3cccnc3)c3ccccc3n2)cc1	-1	6	2	-1.7	8	4	0.0	0.6	-7	-1	1.1
COc1cc(C)c(S(=O)(=O)N2CCCC2)cc1C	0	-6	-8	0.3	15	12	-1.3	1.1	-6	88	4.8
O=C(O)c1cccnc1Sc1ccc(Cl)cc1	0	6	3	-0.1	-15	-14	0.1	2.7	-13	-4	1.6
O=C(NCc1ccccc1)C1CCCN(C(=O)NCc2ccccc2)C1 (stereo not given)	-1	3	3	1.1	6	-3	-0.3	1.7	7	127	-0.2
O=C(O)CCc1ccc(-c2ccc(F)cc2)n1CC(=O)O	-1	0	-9	1.4	-1	2	-3.4	3.0	5	125	-5.3
CCCOc1ccc(-c2cnc(N)s2)cc1	1	-3	12	-1.4	-6	1	1.6	4.2	0	-5	0.2
COC(=O)c1cc(CC(=O)c2ccc(O)cc2O)c(C)o1	2	2	-5	-1.1	2	-5	3.0	2.0	-4	-4	5.0
O=S(=O)(c1ccc(Cl)cc1)N1CCN(c2ccccn2)CC1	-3	5	-2	-2.3	-20	-1	0.8	-0.3	0	-15	-1.8
Cc1sc2nc(SCC(=O)N3CC(C)OC(C)C3)n(C)c(=O)c2c1C (stereo not given)	1	8	2	0.8	1	-2	-1.4	1.2	-14	-8	0.9
CCOC(=O)c1cnc(SC)nc1Oc1cccc(NS(=O)(=O)c2ccccc2)c1	-2	11	0	1.5	6	4	0.1	1.5	5	178	1.6
CS(=O)(=O)N(CC(=O)N1CCC(C(N)=O)CC1)Cc1ccc(Cl)c(Cl)c1	1	2	1	-2.0	-7	-9	1.3	2.1	7	49	3.0
Cc1cc(C)c(S(=O)(=O)N(CC(=O)NCc2cccnc2)C2CCCCC2)c(C)c1	0	-3	2	-0.3	-14	-13	-1.7	0.3	-4	37	2.2
CCOC(=O)c1cn(-c2c(Cl)cccc2Cl)c2cc(Cl)c([N+](=O)[O-])cc2c1=O	2	1	0	-0.3	11	-4	0.6	2.6	-8	117	0.8
CCn1cc(C(=O)N2CCN(c3cccc(Cl)c3)CC2)c2cc(OC)c(OC)cc2c1=O	3	-2	7	-1.4	-10	-4	0.5	3.5	-9	/	3.5
CC(C)CC1c2[nH]c3ccccc3c2CCN1C(=O)C1CCOCC1 (stereo not given)	2	-1	-5	-1.5	2	-7	-1.6	-1.6	-9	-3	2.8
O=C(NCCc1ccccc1)C(=O)NCc1ccncc1	2	-4	-3	0.1	11	-8	0.6	3.4	2	-8	3.5
O=C(O)CCCN(Cc1cccc(Br)c1)S(=O)(=O)c1ccc(Br)cc1	2	9	-9	1.6	-16	9	-1.9	4.0	0	/	0.0
CC(OC(=O)CN1C(=O)C2C3C=CC(C4CC34)C2C1=O)C(=O)c1ccccc1 (stereo not given)	4	-2	17	-0.2	-9	2	1.0	6.1	-19	-14	6.4
CCn1cc(CN2CCCC(CO)(Cc3cccc(Cl)c3)C2)cn1 (stereo not given)	1	-1	3	-0.2	2	-4	0.1	2.0	1	/	-1.1
COc1ccc(C2/C=C\CN(C(=O)C3CCCC3)CC(=O)N2Cc2ccc(F)cc2)cc1 (stereo not given)	0	-10	2	0.7	25	-6	-0.5	1.4	-4	6	1.4
OC1(C#CCN2CCCC2)c2ccccc2-c2ccccc21	-5	1	-21	-4.5	-3	2	-0.3	1.2	-1	-13	0.1
CC1(C)Cc2ccccc2-c2nc(NCCCO)n(-c3ccccc3)c(=O)c21	-2	-2	-3	3.1	5	-10	1.7	2.7	-6	-9	1.0
COc1ccc(/C=C/C(=O)Nc2ccc(S(=O)(=O)N3CCOCC3)cc2)c(OC)c1	-3	-5	7	1.6	12	-4	2.1	2.1	-7	3	1.8
COc1ccc(/C=N/NC(=O)Nc2ccc3nsnc3c2)c(OC)c1	0	3	-3	-0.9	-30	-1	-1.3	4.5	-6	4	2.0
Cc1cccc(C(=O)NCCc2ccccc2)c1	0	3	-1	1.4	-13	1	-0.4	1.6	2	0	-0.2
Fc1ccccc1CNC(=S)Nc1cccc(C(F)(F)F)c1	-2	9	-3	6.7	-9	0	0.1	11*	7	3	9.1
O=C(NC(=S)Nc1ccccc1O)c1ccccc1Cl	-5	-1	-1	-4.7	3	-4	1.3	-0.8	1	2	-2.2
Cc1cc(NS(=O)(=O)c2ccc(NC(=O)C(C)Oc3ccccc3Cl)cc2)no1 (stereo not given)	4	-3	0	-0.1	8	-5	-0.8	4.5	-6	126	-0.4
O=C(c1ccc(F)cc1Cl)N(Cc1ccco1)C1CCS(=O)(=O)C1 (stereo not given)	2	-2	-8	-2.2	8	-2	1.0	2.3	3	/	2.6
CNC(=O)c1c(NC(=O)CCS(=O)(=O)c2ccc(C)cc2)sc2c1CCN(C(=O)OC)C2	1	-4	2	-0.4	11	-1	1.1	4.3	-6	-7	4.2
COc1ccc(C2=C(c3ccc(OC)c(OC)c3)CN3CCCCC3C2)cc1 (stereo not given)	-2	-2	-7	-0.5	6	1	-2.2	2.5	3	-20	2.9
CCCCn1c(SCC(=O)Nc2sc3c(c2C(N)=O)CCC3)nnc1-c1ccccc1	6	14*	13	-0.6	-25	5	1.3	-3.0	6	-14	1.0
O=C(Nc1c(-c2ccccc2)nc2ncccn12)c1cc2ccccc2oc1=O	-1	-4	0	-2.4	12	0	-0.2	3.5	1	5	-1.6
O=C(NC(Cc1ccccc1)C(=O)O)/C(=C/c1ccc([N+](=O)[O-])cc1)NC(=O)c1ccc(Br)o1 (stereo not given)	2	2	-6	-0.1	-6	-9	-0.6	1.5	12	4	-0.6
O=C(NC1CC1)c1ccc2c(c1)C1C3CCC(C3)C1C(c1ccccc1)N2 (stereo not given)	0	-5	6	-2.0	13	-6	-1.4	2.8	-12	-25	0.3
COc1ccc(-c2c[n+](CC(=O)OC3CC(C)CCC3C(C)C)c3n2CCC3)cc1 (stereo not given)	7	10	9	2.2	-17	0	-0.8	1.3	6	8	-0.7

Some of these compounds in order of count of non-hydrogen atoms, low to high.
SMILES	DAGLB inhibitor	HTR5A ag	Tat export inh	E coli growth	HTR5A inv ag	PKA-R2B act	CDK5 inh	phage Ecoli inh	PKA-R1A act	Mot1-301 SUMO	AddAB inh
O=S(=O)(c1ccc(Cl)cc1)N1CCN(c2ccccn2)CC1	-3	5	-2	-2.3	-20	-1	0.8	-0.3	0	-15	-1.8
CCN(CC)S(=O)(=O)c1ccc(NC(=O)c2ccc(N(C)S(C)(=O)=O)cc2)cc1	1	4	-2	0.9	-11	1	0.0	2.9	-12	4	4.5
CCOc1ccc(-c2cc(C(=O)N/N=C/c3cccnc3)c3ccccc3n2)cc1	-1	6	2	-1.7	8	4	0.0	0.6	-7	-1	1.1

Screens from PubChem BioAssay.
